# PLK1 inh = human PLK1 kinase inhibitors, primary screen, biochemical, TR-FRET. recombinant PLK1 kinase, TR-FRET peptide phosphorylation. inhibition, % at 10 µM. 97,000 tested, 0.53% active;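 active = inhibition of 50% or more in the single-concentration screen; inactive = inhibition below 50%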;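 note: 0% = DMSO max control and 100% = H-89 dihydrochloride min control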
# hDAT+cocaine = changed hDAT dopamine uptake under cocaine IC80, either direction, primary screen, cocaine antagonist project, cell-based, LLC-PK1 hDAT, [14C]-dopamine uptake, MLSMR. LLC-PK1 hDAT cells, [14C]-dopamine uptake with cocaine IC80; actives deviate in either direction. Sodium-dependent dopamine transporter (Homo sapiens), Q01959. 110,000 tested, 1.3% active. AID 449768, 2010. B-score at 10 µM;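 active = Z score or B-score, a plate-position-corrected score, falls beyond the plate's 99.7% confidence bounds, in either direction; inactive = both scores lie inside the 99.7% bounds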;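 note: scored against the spread of the other compound wells on the same plate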
# Plk1 PBD FP = Plk1 polo box domain binding inhibitors, primary screen, biochemical, fluorescence polarization; Serine/threonine-protein kinase PLK1 (Homo sapiens), P53350; Plk1 PBD phosphopeptide binding; inhibition, %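 (tested at about 20 µM)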; 97,000 tested, 0.13% active; in the data active = inhibition above about 34%, passing the limit was not always enough
# VCAM1 TNFa inh = inhibitors of TNFa-induced VCAM1 expression, primary screen, imaging, HUVEC, TNFa stimulus, immunofluorescence; HUVEC TNFa-induced VCAM-1 immunofluorescence, high-content imaging; inhibition, % at 2 µM; 95,000 tested, 0.48% active; AID 802, 2007;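 active = inhibition above the batch mean plus 3 SD, with images confirmed as a hit by eye, cut at about 37% in these data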;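 note: 0% = TNF-stimulated DMSO wells and 100% = unstimulated control wells; not every result past the cut was called active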
# HUVEC tox TNFa = cytotoxicity in TNFa-stimulated HUVEC, primary screen, cytotoxicity control for VCAM1 expression modulator project, imaging, Hoechst nuclei count. cell count reduction, % at 2 µM. HUVEC TNFalpha-stimulated, Hoechst cell count. 93,000 tested, 0.17% active. AID 848, 2007;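 active = cell count reduction exceeding the screen mean by over 5 SD, scaled to untreated wells per plate, cut at about 78% in these data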;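 note: cells counted after 24 h of TNF alpha exposure following the 1 h pretreatment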
# E coli WT exp = growth inhibitors of wild-type E. coli, primary screen, strain BW25113, expanded library, OD600; OD600 absorbance; growth inhibition, % at 100 µM; 98,000 tested, 0.15% active; AID 710, 2007;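 active = growth inhibition above about 50% at one test dose, limit read from the data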;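 note: growth measured after 20 h incubation at 37 °C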
# HUVEC tox IL1B = cytotoxicity in IL-1B stimulated HUVEC, primary screen, cytotoxicity control for IL-1B NFkB translocation project, imaging, Hoechst nuclear count, IL-1B stimulus; HUVEC cell count loss; cell count reduction, % at 2 µM; 94,000 tested, 0.41% active; AID 845, 2007;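 active = cell count reduction more than 3 SD above the screen-wide mean, cut at about 70% in these data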;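 note: normalized per plate to untreated control cells as the no-loss baseline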
# cytoskel mod = modifiers of F-actin cytoskeleton organization, primary screen, imaging, HUVEC, phalloidin staining, high-content imaging | HUVEC TNFa F-actin phalloidin imaging | inhibition, % at 2 µM | AID 836, 2007 | 91,000 tested, 0.18% active;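 active = inhibition above the batch mean plus 3 SD and confirmed as a hit by visual image inspection, cut at about 30% in these data, passing the limit was not always enough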; note: strong numbers were not always called active
# sEH inh = soluble epoxide hydrolase inhibitors, primary screen, biochemical, human sEH; Bifunctional epoxide hydrolase 2 (Homo sapiens), P34913; recombinant human sEH enzymatic activity assay; inhibition, % at 2 µM; 91,000 tested, 0.34% active; in the data active = inhibition above about 80%; note: values of inactives mirror those of a sister screen read the other way; many of its hits are not listed in these tables
# Target sequence (P34913 whole entry, looked up): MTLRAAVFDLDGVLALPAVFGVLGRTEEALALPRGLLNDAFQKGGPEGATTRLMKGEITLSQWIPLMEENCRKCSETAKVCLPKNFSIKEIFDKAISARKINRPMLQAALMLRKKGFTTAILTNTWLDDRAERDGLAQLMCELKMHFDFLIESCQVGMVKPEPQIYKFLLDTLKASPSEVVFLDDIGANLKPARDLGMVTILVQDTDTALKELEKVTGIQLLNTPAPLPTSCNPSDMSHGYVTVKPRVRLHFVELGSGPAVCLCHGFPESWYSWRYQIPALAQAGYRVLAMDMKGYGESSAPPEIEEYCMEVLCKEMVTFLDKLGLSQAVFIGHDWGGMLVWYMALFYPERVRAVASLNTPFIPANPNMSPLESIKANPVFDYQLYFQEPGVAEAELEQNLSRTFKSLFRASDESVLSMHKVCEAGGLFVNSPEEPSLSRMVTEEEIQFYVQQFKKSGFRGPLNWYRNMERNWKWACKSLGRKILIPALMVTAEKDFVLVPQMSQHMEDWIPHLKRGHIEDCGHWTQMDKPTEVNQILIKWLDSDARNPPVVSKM
# * = called active by the depositor; / = no result given.
SMILES,PLK1 inh,hDAT+cocaine,Plk1 PBD FP,VCAM1 TNFa inh,HUVEC tox TNFa,E coli WT exp,HUVEC tox IL1B,cytoskel mod,sEH inh
Cc1ccc(NC(=O)C(=O)NC(C)C2COc3ccccc3O2)cc1 (stereo unspecified),-10.7,-0.0375,-18.4,-3.3,-21.9,-8.0,-7.8,-19.1,-13.2
O=C(OC1CCOC1=O)c1ccc2ccccc2n1 (stereo unspecified),-7.0,0.0477,40.3,10.6,-4.8,-1.0,23.3,12.6,10.7
CC1(C)CC(=O)C2=C(C1)Nc1[nH]n(-c3ccccc3)c(=O)c1C2c1ccc2c(c1)OCO2 (stereo unspecified),-7.8,-0.126,-0.8,10.2,-10.1,5.0,-37.0,4.5,5.0
O=C(CSc1nn(-c2ccc(F)cc2)c(=S)s1)NC(=O)NCc1ccco1,-16.5,0.433,-12.0,11.2,-10.3,/,-4.2,-3.4,12.8
O=C(NCc1ccccc1)C1C2C=CC3(CN(Cc4cccnc4)C(=O)C13)O2 (stereo unspecified),-12.7,0.0872,1.6,-15.2,-20.9,7.0,-25.4,25.7,9.4
O=C(Nc1ccccc1C(=O)N1CCOCC1)C1CCC(=O)N1C1CCCC1 (stereo unspecified),-12.4,-1.3,21.2,5.2,-17.8,-3.0,-37.6,-14.5,11.7
Cc1c(N2C(=O)/C(=C/c3cccc4ccccc34)SC2=S)c(=O)n(-c2ccccc2)n1C,-9.3,-0.765,-27.8,-0.4,-3.1,/,0.4,0.5,-2.6
CCC(=O)NC(Nc1sc2c(c1C(=O)OC)CCCC2)(C(F)(F)F)C(F)(F)F,-3.3,-1.2,-16.6,-3.1,-5.5,-7.0,-41.1,5.5,8.4
CCOc1ccccc1C(=O)N1CCC(n2nnc3cc(C)ccc32)CC1,-5.4,0.762,5.5,-4.8,14.1,10.0,5.2,-6.7,6.0
CCC(=O)Nc1cc(C(=O)NCC2CCCN2CC)c(OC)cc1N(C)C (stereo unspecified),-4.1,0.67,4.2,-0.1,-1.3,3.0,1.8,-10.4,-3.2
O=C(CN(CC1CCCO1)C(=O)CNS(=O)(=O)c1ccc(Cl)cc1)NCCc1ccccc1 (stereo unspecified),-11.7,0.0923,17.0,3.6,-1.7,10.0,13.5,-25.6,1.7
COC(=O)C1Cc2c([nH]c3ccccc23)C(C)N1 (stereo unspecified),-0.8,0.0198,-1.2,1.8,-37.7,5.0,5.8,25.8,-3.9
Cc1cccc(NCC(O)Cn2cnc3c2c(=O)n(C)c(=O)n3C)c1 (stereo unspecified),1.9,-0.678,-28.7,17.1,3.4,0.0,-67.9,7.0,-0.8
CCOCc1nnc(NC(=O)c2cccs2)s1,-13.5,-0.00119,7.1,9.7,-4.4,2.0,20.4,5.8,-4.2
CCn1c(=N)n(CC(=O)c2ccc(OC)cc2)c2ccccc21,-12.8,0.407,-9.4,6.1,-10.0,16.0,14.0,-25.3,-8.8
Cn1cnnc1SC(C(=O)c1ccccc1)c1ccccc1 (stereo unspecified),-13.0,0.368,-0.5,2.3,3.8,5.0,-4.5,-21.7,-3.8
C/C(CC(=O)Nc1ccc(Cl)cc1Cl)=N\NC(N)=S,-11.5,-0.0977,8.6,-16.2,-1.7,7.0,-8.7,-35.5,6.3
Cc1cc(Cl)ccc1NC(=O)Nc1c(C)n(-c2ccccc2)c(=O)n1C,-8.5,0.389,7.7,2.1,-2.3,-4.0,7.1,-3.3,-16.3
CC(C)(C)C1CCc2c(sc(NC(=O)c3cccs3)c2C(N)=O)C1 (stereo unspecified),-10.1,-0.967,3.1,-4.2,-2.9,/,-27.6,14.0,4.8
CC(C)(C)NC(=O)Cn1c(SCC(=O)N2CCCCCC2)nc2ccccc21,-9.6,0.422,16.7,-15.7,-24.7,-12.0,-11.4,12.6,-6.0
Nc1cc(=O)[nH]c(SCC(=O)N2CCc3ccccc3C2)n1,-4.5,0.492,-21.1,-3.6,-14.6,2.0,10.5,7.7,3.1
C=CCNC(=O)C1CC(=O)N(c2ccc(OCC(=O)Nc3ccc(C)cc3)cc2)C1 (stereo unspecified),-11.6,-1.28,-7.7,-3.7,-26.3,-9.0,-3.0,25.3,/
Cc1ccc(SCCNC(=S)Nc2ccc(C)c(C)c2)cc1,-8.5,0.303,-7.6,35.5,19.9,5.0,-17.6,-1.0,24.4
CC(C)(C)SCCNC(=O)c1ccccc1,-2.8,0.451,15.1,-6.0,0.8,5.0,-11.3,3.0,21.3
Cc1ccc(S(=O)(=O)N2CN(Cc3ccco3)c3nc4ccccc4nc32)cc1C,-9.1,0.4,32.8,-7.4,1.3,-11.0,1.2,/,0.2
Cc1ccc(CCP(=O)(O)CN2CCOCC2)cn1,-4.8,-1.53,3.7,21.3,-11.5,-1.0,15.0,-7.1,-3.6
Cc1ccc(CN(Cc2cc3cc(C)ccc3[nH]c2=O)C(=O)N2CCOCC2)cc1,-2.6,0.971,-9.0,2.2,-14.7,-15.0,-35.6,20.4,-11.6
O=C(Nc1nc(=O)n(C(=O)C2CC2)s1)c1ccccc1,3.0,-0.546,-30.7,-8.9,0.4,-10.0,-20.7,-28.6,8.2
CCC(CC)C(=O)Nc1cccc(/C(C)=N/NC(=O)c2c(Br)cnn2C)c1,-9.3,-0.128,18.3,-13.8,0.0,2.0,0.5,20.8,-3.7
O=c1c2c3c(sc2ncn1/N=C/c1ccccc1)CCCC3,-16.4,-0.512,13.7,-21.5,-19.2,/,-45.2,-12.0,4.4
C=CCNC(=O)CN1CCC(O)(c2ccccc2)CC1,-6.9,-0.7,-21.9,4.8,-8.2,3.0,-3.5,23.4,-5.9
COc1cccc(C(=O)Nc2ncc3c(n2)CC(c2ccc(OC)cc2OC)CC3=O)c1 (stereo unspecified),-9.6,0.358,8.4,12.3,-4.9,-9.0,-23.9,-24.0,13.0
O=C(O)c1ccccc1C(=O)OCc1ccccc1,-6.2,-0.0159,11.4,3.3,-12.2,5.0,-48.0,6.7,1.6
Cn1cccc1C(=O)Nc1nc(-c2ccccn2)cs1,-3.5,0.856,-12.9,9.3,-4.5,19.0,-44.3,4.4,-11.0
CSc1nc2ccc(Cl)cc2[nH]1,-12.6,-0.677,-0.3,-4.2,2.4,/,-31.8,-18.7,-0.3
CC(=O)c1sc(NC(=O)c2cccc3ccccc23)nc1C,-4.8,1.43,-23.4,2.4,2.6,-9.0,-5.2,-0.4,-1.8
Cn1c(=O)c2c(nc(SCC(=O)O)n2Cc2cccc(C(F)(F)F)c2)n(C)c1=O,0.3,-0.0947,-2.5,1.6,/,-1.0,4.8,-16.7,6.6
COC(=O)c1cn[nH]c1NC(=S)Nc1ccc(Cl)c(Cl)c1,2.9,-1.3,-39.7,8.3,-1.1,-6.0,-26.1,0.6,-11.2
Cc1cccc(N(CC(N)=O)S(C)(=O)=O)c1C,-6.4,-1.06,14.3,12.4,4.7,7.0,-12.2,-1.9,13.3
Cc1ccc(C2C3=C(CCCC3=O)Nc3nc(SCC(=O)NCc4ccco4)[nH]c(=O)c32)cc1 (stereo unspecified),-4.3,0.129,3.2,-0.6,1.2,-10.0,-2.2,6.0,8.6

# Full records, quoted from the list:
# CSc1nc2ccc(Cl)cc2[nH]1 is listed with PLK1 inh = -12.6; hDAT+cocaine = -0.677; Plk1 PBD FP = -0.3; VCAM1 TNFa inh = -4.2; HUVEC tox TNFa = 2.4; E coli WT exp = /; HUVEC tox IL1B = -31.8; cytoskel mod = -18.7; sEH inh = -0.3
# Cn1cccc1C(=O)Nc1nc(-c2ccccn2)cs1 is listed with PLK1 inh = -3.5; hDAT+cocaine = 0.856; Plk1 PBD FP = -12.9; VCAM1 TNFa inh = 9.3; HUVEC tox TNFa = -4.5; E coli WT exp = 19.0; HUVEC tox IL1B = -44.3; cytoskel mod = 4.4; sEH inh = -11.0

# (more compounds)
SMILES,PLK1 inh,hDAT+cocaine,Plk1 PBD FP,VCAM1 TNFa inh,HUVEC tox TNFa,E coli WT exp,HUVEC tox IL1B,cytoskel mod,sEH inh
O=C1c2ccccc2C(=O)N1CCCN1CCN(CCCN2C(=O)c3ccccc3C2=O)CC1,-10.6,/,14.5,3.3,-4.8,/,89.1*,2.8,4.3
CC(Oc1ccc(Cl)cc1Cl)c1nc(-c2ccc(NC(=O)c3cccnc3)cc2)no1 (stereo unspecified),-5.7,1.51,6.9,17.1,-8.0,-6.0,23.8,6.4,20.1
Cc1ccnc(NS(=O)(=O)c2ccccc2)n1,-8.2,-0.299,-5.5,26.0,20.2,2.0,-47.4,-30.6,-11.9
Cc1ccc(OCCn2c(=O)sc3ccccc32)cc1,-9.7,-0.588,13.0,-5.3,-17.6,/,-16.8,8.0,3.6
CCOc1ccc(-c2nnn(CCC(=O)O)n2)cc1OC,0.8,0.0641,-4.8,-3.4,-3.7,-4.0,-56.1,-16.7,-2.7
Cn1c(CCNC(=O)OC(C)(C)C)n[nH]c1=S,-3.1,0.41,23.9,12.2,-16.4,3.0,-22.5,-11.4,-12.7
Cc1cccn2c(=O)c(/C=N/O)c(N3CCCC3)nc12,-6.9,-0.0412,1.6,7.5,-33.6,4.0,-15.6,-3.1,1.6
COc1cccc(C2C(C(=O)c3cc4ccccc4o3)=C(O)C(=O)N2CCN(C)C)c1OC (stereo unspecified),-11.9,0.792,-25.6,-10.4,-1.2,/,-49.5,11.9,-7.9
Cc1nc2ccccn2c1/C(O)=C1\C(=O)C(=O)N(CCCn2ccnc2)C1c1ccncc1 (stereo unspecified),-4.5,-0.728,-0.5,-3.7,-23.0,11.0,-9.1,8.4,4.0
Cc1[nH]n(-c2ccccc2)c(=O)c1Sc1ccc(Cl)cc1,-11.8,1.81,-9.6,2.5,-0.7,4.0,-1.7,-14.3,-0.6
COc1ccc(OC)c(N(CC(=O)Nc2ccc3c(c2)OCO3)S(=O)(=O)c2ccccc2)c1,-12.8,-0.105,-12.6,21.8,-10.0,-14.0,-47.9,2.4,1.1
Cc1cc(C)c(S(=O)(=O)NCCn2c(C)cc3ccccc32)c(C)c1,-3.5,0.129,6.2,-2.6,-15.8,-9.0,-3.1,0.6,-9.8
COc1ccc(-n2c(SCC(=O)Nc3ccccc3)nc3c(c2=O)SCC3)cc1,-6.5,0.0301,-9.8,9.6,-18.5,-7.0,8.0,5.0,-5.2
COc1ccc(C(=O)c2coc3ccc(O)c(CN4CCCCC4)c23)cc1,-15.6,3.53*,21.5,17.4,-25.0,4.0,-45.4,16.9,-0.4
COC(=O)Cc1[nH]nc2c1C1(C(=O)N(Cc3ccc(Cl)cc3)c3ccccc31)C(C#N)=C(N)O2 (stereo unspecified),-10.4,0.874,9.0,-22.1,-6.1,5.0,5.5,4.7,-7.3
CCOC(=O)c1c(N)n(CCOC(=O)c2cccs2)c2nc3ccccc3nc12,6.2,1.59,16.4,-15.8,13.0,3.0,-7.2,-27.9,-16.5

# By substructure: those above containing a CF3 group
SMILES,PLK1 inh,hDAT+cocaine,Plk1 PBD FP,VCAM1 TNFa inh,HUVEC tox TNFa,E coli WT exp,HUVEC tox IL1B,cytoskel mod,sEH inh
CCC(=O)NC(Nc1sc2c(c1C(=O)OC)CCCC2)(C(F)(F)F)C(F)(F)F,-3.3,-1.2,-16.6,-3.1,-5.5,-7.0,-41.1,5.5,8.4
Cn1c(=O)c2c(nc(SCC(=O)O)n2Cc2cccc(C(F)(F)F)c2)n(C)c1=O,0.3,-0.0947,-2.5,1.6,/,-1.0,4.8,-16.7,6.6

# Compound activity deposited in PubChem by several laboratories.
